# hIAP block – human IAP inhibitors, primary screen, biochemical, luminescence, uHTS | Intestinal-type alkaline phosphatase (Homo sapiens), P09923 | purified IAP, CDP-Star luminescence, 30 min | inhibition, % at 10 µM | 0.12% of 330,000 active | AID 2544, 2010;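 active = inhibition reaching a set limit with compound at 10 µM in the primary screen, cut at about 35% in these data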;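 also: plate controls were DMSO wells with enzyme for no effect and no-enzyme buffer wells for full effect; values of inactives mirror those of a sister screen read the other way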
# Target sequence (P09923 whole entry, looked up): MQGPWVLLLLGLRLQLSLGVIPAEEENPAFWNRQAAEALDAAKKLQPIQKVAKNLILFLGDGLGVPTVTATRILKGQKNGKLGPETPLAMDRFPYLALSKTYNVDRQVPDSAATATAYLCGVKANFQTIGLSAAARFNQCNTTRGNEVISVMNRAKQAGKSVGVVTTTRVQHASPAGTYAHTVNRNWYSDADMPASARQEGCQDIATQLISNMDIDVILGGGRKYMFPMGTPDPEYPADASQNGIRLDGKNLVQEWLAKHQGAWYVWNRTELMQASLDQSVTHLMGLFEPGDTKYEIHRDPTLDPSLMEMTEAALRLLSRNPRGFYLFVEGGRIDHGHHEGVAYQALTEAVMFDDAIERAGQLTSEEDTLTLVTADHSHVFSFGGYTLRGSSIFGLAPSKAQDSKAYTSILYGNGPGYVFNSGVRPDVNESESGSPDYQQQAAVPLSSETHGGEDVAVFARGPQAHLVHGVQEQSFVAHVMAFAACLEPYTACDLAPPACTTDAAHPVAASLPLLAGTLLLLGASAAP
# mIAP inh – inhibitors of mouse IAP, primary screen, biochemical, luminescence, uHTS; intestinal alkaline phosphatase [Mus musculus]; purified mouse IAP, CDP-Star luminescence, 30 min; inhibition, % at 10 µM; 0.2% of 330,000 active; AID 2806, 2010;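 active = inhibition of at least 40% at 10 µM in the primary screen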;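 also: plate controls were DMSO with enzyme for no effect and no enzyme wells for full effect; values of inactives mirror those of a sister screen read the other way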
# MIN6 prolif – inducers of MIN6 beta-cell proliferation, primary screen, ATP luminescence, uHTS; MIN6 cells proliferation, ATPlite luminescence, 48 h; cells starved in 0.2% serum; 100% = growth in 10% serum; AID 2380, 2010; 0.29% of 330,000 active; proliferation, % at 10 µM;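 active = compounds whose signal lies at least 3.5 SD above the mean of all wells on their plate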;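 also: 0% = DMSO-treated cells in low-serum medium and 100% = 10% serum control; some compounds called inactive have numbers as strong as hits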
# A3G deaminase – APOBEC3G DNA deaminase inhibitors, primary screen, biochemical, fluorescence, single-stranded DNA substrate, uHTS | recombinant A3G, ssDNA deamination FAM/TAMRA fluorescence | DNA dC->dU-editing enzyme APOBEC-3G (Homo sapiens), Q9HC16 | AID 493012, 2011 | inhibition, % at 20 µM | 0.28% of 330,000 active;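 active = inhibition of at least 40% at 20 µM, with no more than 30% in the related APOBEC3A deaminase screen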;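 also: plate controls were DMSO wells with A3G for no effect and wells lacking A3G enzyme for full effect; some compounds called inactive have numbers as strong as hits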
# Target sequence (Q9HC16 whole entry, looked up): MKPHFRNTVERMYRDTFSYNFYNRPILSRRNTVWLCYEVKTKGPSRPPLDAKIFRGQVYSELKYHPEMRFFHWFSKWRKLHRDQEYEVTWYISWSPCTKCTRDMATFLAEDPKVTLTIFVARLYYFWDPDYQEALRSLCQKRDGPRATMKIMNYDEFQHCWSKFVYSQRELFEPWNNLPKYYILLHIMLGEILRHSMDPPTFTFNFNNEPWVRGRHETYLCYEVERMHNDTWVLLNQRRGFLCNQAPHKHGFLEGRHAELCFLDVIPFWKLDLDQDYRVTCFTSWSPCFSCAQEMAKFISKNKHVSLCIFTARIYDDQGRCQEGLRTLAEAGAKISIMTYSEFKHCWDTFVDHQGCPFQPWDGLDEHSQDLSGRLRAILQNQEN
# A3A deaminase – APOBEC3A ssDNA deaminase inhibitors, primary screen, selectivity assay for APOBEC3G inhibitor project, biochemical, FAM/TAMRA oligo cleavage fluorescence. DNA dC->dU-editing enzyme APOBEC-3A (Homo sapiens), P31941. recombinant A3A, FAM/TAMRA ssDNA deamination fluorescence. 0.41% of 330,000 active. inhibition, % at 20 µM;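 active = at least 40% inhibition at 20 µM here, with at most 30% in a related deaminase screen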;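 also: plate controls were A3A with DMSO for no effect and wells lacking A3A enzyme for full effect; some results filed as inactive read as strong as hits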
# hIAP act – human IAP activators, primary screen, biochemical, luminescence, uHTS; Intestinal-type alkaline phosphatase (Homo sapiens), P09923; purified human IAP, CDP-Star luminescence, 30 min; hits give high values; 1 = vehicle-only enzyme, 0 = enzyme-free background; activation factor at 10 µM; 0.16% of 330,000 active; AID 2524, 2010;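 active = activation factor of the enzyme at least 2-fold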; also: the source names both 10 and 20 µM as test concentration; values of inactives mirror those of a sister screen read the other way
# mIAP activ – activators of mouse IAP, primary screen, biochemical, luminescence, uHTS. intestinal alkaline phosphatase [Mus musculus]. muIAP, CDP-Star luminescence, 30 min; hits give high values; 1 = vehicle-only enzyme signal, 0 = enzyme-free wells. activation factor at 10 µM. 0.24% of 330,000 active. AID 2805, 2010;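 active = activation factor of at least 2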; also: the source names both 10 and 20 µM as test concentration; values of inactives mirror those of a sister screen read the other way
#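 System: Mouse IAP enzyme | Also added: CDP-Star substrate | Dosing: Compounds dispensed in DMSO | Schedule: 30 min enzyme-substrate-compound incubation at room temperature | Technique: Chemiluminescence readout | Control set: DMSO-only wells and no-enzyme negative control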
# SENP1 FRET inh – human SENP1 catalytic domain inhibitors, primary screen, biochemical, FRET, uHTS | recombinant SENP1 catalytic domain, CyPet-SUMO1-YPet FRET cleavage | Sentrin-specific protease 1 (Homo sapiens), Q9P0U3 | AID 624204, 2012 | 0.21% of 360,000 active | inhibition, % at 10 µM;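 active = inhibition at least 30% at 10 µM, raw YFP signal under a set limit, fluorescence ratio 0.5 to 1.5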;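 also: 0% = enzyme with DMSO and 100% = no enzyme wells; some results filed as inactive read as strong as hits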
#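 Material – human SENP1 catalytic domain · Input – SENP1 enzyme, 20 pM final · Compound dosing – single concentration of 10 µM compound, 0.5% DMSO final · Timing – enzyme reaction for 50 min at room temperature, dark · Measured by – FRET fluorescence in CFP and YFP emission channels · Control set – no-enzyme wells low, DMSO-plus-enzyme wells high control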
# NLRP3 yeast inh – NALP3 inflammasome inhibitors in reconstituted yeast, primary screen, luminescence, uHTS. Yeast reconstituted NLRP3/ASC/caspase-1, beta-gal luminescence, 24 h. inhibition, % at 10 µM. 0.39% of 330,000 active;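 active = inhibition of 50% or more; inactive = inhibition below 50%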;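 also: plate controls were induced DMSO wells for no effect and uninduced yeast grown without galactose for full effect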
# Numbers without * were called inactive; / = not tested or not shown.
SMILES,hIAP block,mIAP inh,MIN6 prolif,A3G deaminase,A3A deaminase,hIAP act,mIAP activ,SENP1 FRET inh,NLRP3 yeast inh
CCOC(=O)c1c(NC(=S)Nc2ccc(OC)cc2)sc2c1CCCCC2,3.6,13.9,-1.1,-12.1,-3.0,0.964,0.861,-3.1,11.3
COc1cc(C(=O)NC2CC(C)(C)NC(C)(C)C2)cc(OC)c1OC,-0.3,-1.7,-2.6,1.2,4.9,1,1.02,-0.1,-2.3
COc1ccc(NC(=O)CSc2nnc(-c3cccnc3)o2)c(OC)c1,-8.3,10.4,0.3,-7.8,0.3,1.08,0.896,1.2,3.3
O=C(NN1C(=O)/C(=C\c2cccnc2)SC1=S)c1ccco1,-10.1,13.9,-3.3,-5.9,-1.5,1.1,0.861,1.1,12.2
Cc1ccc(-c2csc(NC(=O)c3c(C)noc3C)n2)cc1,-12.8,-4.0,-6.8,-5.3,-0.7,1.13,1.04,-3.9,-4.1
Cc1ccc(OCCCOc2cccc3cccnc23)cc1C,-11.4,22.2,-1.9,-7.2,-3.2,1.11,0.778,1.7,22.5
COc1cc(C)c(Cl)cc1S(=O)(=O)n1ccnc1C,11.0,-7.0,-2.7,-5.4,-2.1,0.89,1.07,0.6,3.5
Cc1nnc(-c2cnn(C)c2N)n1CCCN(C)C,12.3,11.8,0.3,2.5,3.1,0.877,0.882,-4.2,-0.9
Cc1nc(-c2ccc(NC(=O)Cc3ccccc3)cc2)cs1,13.6,3.9,-3.0,-6.4,-0.5,0.864,0.961,0.6,14.3
O=C(Nc1ccc2ccccc2c1)c1ccc(Br)o1,14.6,4.2,-5.3,-6.2,-2.3,0.854,0.958,-3.1,41.2
O=C(/C(=C(\[O-])c1ccccc1)[n+]1ccc2ccccc2c1)c1ccc([N+](=O)[O-])cc1,0.3,3.3,0.0,-7.1,1.9,0.997,0.967,-0.1,1.8
CCc1ccc(-c2cc(C)no2)cc1S(=O)(=O)N1CCOc2ccccc21,6.8,12.6,-2.5,3.0,0.1,0.932,0.874,0.6,11.6
Cc1ccc([C@@H]2CC=C(C(=O)O)[C@H](c3cccc(Cl)c3)N2S(=O)(=O)c2ccc(C)cc2)cc1,-6.2,12.8,-4.8,-5.5,-5.2,1.06,0.872,0.8,-19.4
CCc1nc(SCC#N)c(C#N)cc1C,-10.2,4.8,2.9,-8.9,2.8,1.1,0.952,/,20.2
CCCCCOc1ccc(CSc2n[nH]c(C)n2)cc1,-59.2,5.0,1.0,-4.9,-2.2,1.59,0.95,1.0,63.8*
O=C(NC(=S)N(Cc1ccccc1)c1ccccn1)C1CC1,-0.6,4.1,-0.4,-6.2,-0.5,1.01,0.959,-2.1,17.5
COc1ccc2cc(CN(CCCN3CCOCC3)Cc3nnnn3C3CCCCC3)c(=O)[nH]c2c1,0.2,4.0,-3.5,11.2,2.2,0.998,0.96,-50.2,8.2
COCc1c(C(=O)OCc2c(C)noc2C)oc2ccccc12,-16.5,-7.7,-2.3,-8.1,-6.6,1.17,1.08,-0.6,-17.8
Cc1cc(C)c(CSc2ncc(-c3ccc([N+](=O)[O-])cc3)[nH]2)c(C)c1,8.9,5.1,-3.8,-3.6,-1.1,0.911,0.949,-17.8,30.2
O=S(=O)(NCC(c1cccnc1)N1CCN(c2ccccc2F)CC1)c1cccs1 (stereo not given),-8.0,-0.3,-6.1,1.0,1.0,1.08,1,1.1,12.0
Cc1ccccc1Nc1nc(=O)c2cc([N+](=O)[O-])ccc2s1,-1.0,10.2,-1.7,1.1,8.0,1.01,0.898,1.0,5.2
CCN(CC(=O)Nc1ccc2c(c1)OCCO2)C(=O)CSCC(=O)Nc1ccc(C)cc1,-18.3,-7.2,-4.7,-10.1,-2.7,1.18,1.07,2.1,8.9
COc1ccc(OC)c(Nc2nc3ccc(C)cc3n3cnnc23)c1,-8.4,-16.0,0.9,-7.2,-4.5,1.08,1.16,-34.1,-4.9
CC(=O)Nc1ccc(NC(=O)COC(=O)c2ccccc2C(=O)c2ccccc2)cc1,-16.8,-5.5,-4.2,-0.5,1.5,1.17,1.05,-1.1,3.5
CCOC(=O)Nc1cc(Br)c2c(c1)OCCO2,5.4,-2.0,-0.5,19.8,3.6,0.946,1.02,1.1,34.5
COc1ccc(-c2cc(C(=O)O)nc3ccc4ccccc4c23)cc1OC,5.5,0.3,-1.9,-0.1,7.7,0.945,0.997,-15.0,12.3
Cc1cccc(NC(=O)C2CCCN2C(=O)OCc2ccccc2)c1 (stereo not given),13.1,-9.0,3.7,-12.2,-5.7,0.869,1.09,-0.3,9.4
Cc1ccccc1OCC1CN(CN2CCOCC2)C(=O)O1 (stereo not given),-0.2,-14.3,0.0,-5.1,-2.7,1,1.14,-0.8,17.8
C#CCOCCOCCOCCNc1nc(N2CCN(C(=O)[C@H](CCCCN)n3cc(CCC(=O)O)nn3)CC2)nc(N2CCN(C(=O)[C@H](CCCCN)n3cc(CC(C)O)nn3)CC2)n1 (stereo not given in full),5.4,-7.1,2.9,-5.5,-2.6,0.946,1.07,2.1,19.4
CCn1cc(Cl)c(C(=O)Nc2cc(C(=O)OC)cc(C(=O)OC)c2)n1,-3.7,2.5,-1.4,-0.8,2.3,1.04,0.975,-0.8,-4.0
O=C(CSc1nnc(-c2ccc(NS(=O)(=O)c3ccccc3)cc2)o1)NCC1CCCO1 (stereo not given),-3.3,-5.2,-0.9,-7.4,1.7,1.03,1.05,4.7,-2.5
O=C(COC(=O)c1cc(S(=O)(=O)N2CCOCC2)cs1)c1ccccc1,-21.7,-6.2,-1.1,-6.4,-3.7,1.22,1.06,1.5,-11.4
COc1ccc(-n2c(SCC(=O)Nc3ccc(Cl)cc3)nc(O)c(Cc3ccccc3)c2=O)cc1,8.6,-4.1,-3.4,5.5,-0.8,0.914,1.04,-2.6,13.5
COc1ccc(-c2csc(NC(=O)CN3C(=O)C4CC=CCC4C3=O)n2)cc1OC (stereo not given),-8.9,-5.0,4.8,-3.8,3.0,1.09,1.05,0.2,15.5
O=C(O)COc1ccccc1/C=N/NC(=O)CSc1nc2ccccc2c(=O)n1-c1ccccc1,-7.0,5.9,-1.9,-3.8,2.9,1.07,0.941,2.1,22.3
CCCOC(=O)CSC1=C(C#N)C(c2ccccc2Cl)CC(=O)N1 (stereo not given),-19.3,-1.0,-3.0,-6.1,0.1,1.19,1.01,1.0,0.9
Cc1nn(-c2ccccc2)c(C)c1NC(=O)COC(=O)c1cc([N+](=O)[O-])ccc1NCCO,-27.9,2.9,0.7,-4.5,7.2,1.28,0.971,-0.8,4.5
CCCCc1nc(S(=O)(=O)c2ccc(Cl)cc2)c(N2CCOCC2)o1,-10.1,10.9,-0.6,-6.3,-1.4,1.1,0.891,1.3,-4.9
COCC(C)n1c(C)cc(C(=O)CSc2nnc(N)s2)c1C (stereo not given),2.1,-0.9,-6.0,-0.9,-2.5,0.979,1.01,-0.4,6.0
CCN(CC)CCNC(=O)c1ccc(NC(=O)c2cc(-c3ccco3)nc3ccccc23)cc1,-0.6,3.1,-6.9,12.7,33.1,1.01,0.969,-2.9,5.5
CN(C)C(=O)CN1C(=O)NC2(CCc3ccccc32)C1=O (stereo not given),-8.4,5.7,0.3,-1.6,0.3,1.08,0.943,2.2,-6.9
Cc1ccsc1/C=N/NC(=O)c1cc(-c2ccncc2)nc2ccccc12,-35.9,5.1,0.0,-7.9,-0.1,1.36,0.949,-0.7,9.3
O=C(Nc1nc2ccccc2s1)c1cc(-c2ccccc2)nn1-c1ccccc1,-45.0,1.2,-5.6,2.6,2.9,1.45,0.988,2.2,4.4
CC(C)N1C2OC(C3OC4C(O3)N(C(C)C)S(=O)(=O)N4C(C)C)OC2N(C(C)C)S1(=O)=O (stereo not given),18.2,13.7,-1.6,-5.4,-1.6,0.818,0.863,-0.1,1.3
Cc1nn(Cc2ccccc2)c(C)c1NC(=O)CCC(=O)O,6.8,4.1,-2.0,-6.4,-3.7,0.932,0.959,2.8,-0.3
CCn1c(CC(=O)Nc2ccc(C)c(Cl)c2)nnc1SCc1ccc(Cl)c(Cl)c1,-6.9,-7.8,-4.2,-1.4,-3.6,1.07,1.08,0.5,14.4
CCOc1ccc(OCCC(=O)Nc2cccc(S(=O)(=O)N3CCCC3)c2)cc1,-5.4,-13.0,0.1,-11.4,-2.9,1.05,1.13,1.7,15.7
C=CCSc1nc2sc3c(c2c(=O)[nH]1)CCC3,4.9,-5.5,0.1,2.0,-0.9,0.951,1.05,-0.9,-25.2
CCCn1c(C)cc(C(=O)COC(=O)c2ccc(Cl)c(S(=O)(=O)N3CCCC3)c2)c1C,-23.6,2.0,-3.5,-8.3,-3.6,1.24,0.98,-0.4,-3.1
CN(C)C(=O)CCSc1nnc(-c2ccncc2)o1,3.7,-0.2,1.9,-5.7,-3.5,0.963,1,2.3,6.5
Clc1ccc(-c2cn3cccnc3n2)cc1,-21.4,-8.1,-2.8,-2.7,-0.5,1.21,1.08,0.7,49.8
CCOC(=O)C#CC(CCc1ccccc1)OS(N)(=O)=O (stereo not given),5.4,5.7,-3.0,-4.0,-1.6,0.946,0.943,0.9,9.4
O=C(Cc1ncc(C(F)(F)F)cc1Cl)N1CCN(c2cccc(Cl)c2)CC1,-2.0,2.3,-2.8,-10.4,-3.7,1.02,0.977,0.6,13.5
COc1cccc(C(=O)NC2CC3CCCC(C2)N3CC(=O)Nc2ccccc2C(F)(F)F)c1 (stereo not given),4.6,-4.7,-3.9,0.7,2.6,0.954,1.05,0.7,27.6
Cc1cc(C2(c3ccc(O)c(C)c3)C(=O)N(C)c3ccc(Br)cc32)ccc1O,10.3,4.3,-5.6,-4.8,-0.2,0.897,0.957,-1.7,3.1
O=C(CCC1CCCC1)N1CCC(N2CCN(c3ccccc3)CC2)CC1,1.5,-1.3,2.8,-5.2,-2.2,0.985,1.01,0.6,18.6
COc1ccc(S(=O)(=O)Cc2ccc(C(=O)NCC(OC)OC)o2)cc1,-16.7,-2.9,-0.4,-10.0,-6.3,1.17,1.03,1.4,5.3

# Screening results (PubChem BioAssay)

# Only part of the results is shown (hit frequency here may not be typical).
